# EBI2 antag: blocks human EBI2 receptor beta-arrestin signaling; P32249; EBI2 beta-arrestin recruitment, luminescence, 7a,25-OHC stimulated; inhibition, % at 5 µM; 360,000 tested, 0.81% active; in the data active means inhibition above about 38%;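 further: enzyme fragment complementation signal reports receptor beta-arrestin coupling in cells; 0% = agonist plus DMSO wells and 100% = wells without agonist; some results beyond the cut were filed as inactive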
# Target sequence (P32249 whole entry, looked up, the tested form may be a part): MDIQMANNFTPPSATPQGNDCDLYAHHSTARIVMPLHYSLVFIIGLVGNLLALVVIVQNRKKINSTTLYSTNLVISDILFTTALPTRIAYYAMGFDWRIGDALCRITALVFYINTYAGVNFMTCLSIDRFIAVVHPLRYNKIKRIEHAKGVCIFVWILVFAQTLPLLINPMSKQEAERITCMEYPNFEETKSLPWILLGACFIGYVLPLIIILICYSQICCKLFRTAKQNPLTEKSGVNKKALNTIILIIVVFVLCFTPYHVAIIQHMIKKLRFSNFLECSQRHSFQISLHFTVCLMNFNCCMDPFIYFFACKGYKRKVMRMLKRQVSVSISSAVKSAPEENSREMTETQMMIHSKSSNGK
# CXCR6 inh: CXCR6 (human) receptor inhibition. O00574. CHO-K1 PathHunter CXCR6 beta-arrestin, luminescence. inhibition, % at 20 µM. 360,000 tested, 0.36% active. AID 602244; in the data active means inhibition above about 34%, passing the limit was not always enough;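 further: antagonist mode with CXCL16 agonist at 10 nM final; 0% = 10 nM CXCL16 with DMSO and 100% = unstimulated wells without agonist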
# Target sequence (O00574 whole entry, looked up): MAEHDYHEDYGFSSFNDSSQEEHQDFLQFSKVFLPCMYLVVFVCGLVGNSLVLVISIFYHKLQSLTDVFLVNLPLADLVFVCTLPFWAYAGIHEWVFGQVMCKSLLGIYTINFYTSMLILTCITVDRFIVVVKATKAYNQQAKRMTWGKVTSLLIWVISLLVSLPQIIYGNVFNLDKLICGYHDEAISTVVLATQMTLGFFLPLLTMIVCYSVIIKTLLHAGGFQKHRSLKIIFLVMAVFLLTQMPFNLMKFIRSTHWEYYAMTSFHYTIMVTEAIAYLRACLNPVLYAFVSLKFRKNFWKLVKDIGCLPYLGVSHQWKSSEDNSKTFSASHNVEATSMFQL
# CCR6 antagonist: antagonists of human CCR6 receptor; P51684; CHO-K1 CCR6 PathHunter beta-arrestin, luminescence, CCL20-stimulated; inhibition, % at 20 µM; 340,000 tested, 0.49% active; AID 493098;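 active means compounds whose inhibition of the agonist-driven luminescence signal at 20 µM reaches about 50%, limit read from the data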;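 further: cells stimulated with CCL20 at 14 nM final; plate controls were DMSO with CCL20 for no effect and DMSO without agonist for full effect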
# Target sequence (P51684 whole entry, looked up): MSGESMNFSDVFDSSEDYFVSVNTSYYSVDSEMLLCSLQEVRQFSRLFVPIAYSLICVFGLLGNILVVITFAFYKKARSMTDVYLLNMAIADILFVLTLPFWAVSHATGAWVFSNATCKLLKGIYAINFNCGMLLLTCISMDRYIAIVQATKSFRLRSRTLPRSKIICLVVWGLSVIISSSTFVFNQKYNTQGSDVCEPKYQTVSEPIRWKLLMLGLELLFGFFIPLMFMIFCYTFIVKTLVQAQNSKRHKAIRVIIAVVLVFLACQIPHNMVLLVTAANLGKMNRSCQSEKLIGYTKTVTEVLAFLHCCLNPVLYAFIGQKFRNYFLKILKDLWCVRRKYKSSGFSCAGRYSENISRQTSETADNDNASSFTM
# UPR CHOP act: activators of apoptotic arm of unfolded protein response (CHOP); AID 449763; CHO-CHOP luciferase reporter, UPR activation, luminescence; percent of tunicamycin response over DMSO baseline; 330,000 tested, 0.34% active; activation, % at 10 µM;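 active means at 10 µM dose, activation of 40% or more, normalized to positive control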;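 further: 100% = tunicamycin at 10 µg/mL and 0% = DMSO alone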
#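 Material: CHO-CHOP cells, stable luciferase reporter of PERK-eIF2a-CHOP signalling; quantity: 500 reporter cells seeded per well; buffer or medium: F12 medium containing 10% fetal bovine serum; compound: one dose, 10 µM in 0.5% DMSO; incubation: 6 h compound treatment, 37 °C; measured by: Steady-Glo luciferase luminescence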
# Gli-Sufu block: Gli-Sufu pathway antagonism; 340,000 tested, 0.74% active; AID 588413; Sufu-KO-LIGHT fibroblasts, Gli luciferase reporter luminescence; inhibition, % at 5 µM;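 active means inhibition above about 55%, limit read from the data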;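 further: 0% = DMSO-treated cells and 100% = wells with medium but no cells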
# Jurkat NFkB inh: lowers PMA/ionomycin-induced NF-kB signal in Jurkat cells. PMA/ionomycin-induced NF-kB luciferase reporter, luminescence. inhibition, % at 4 µM. 330,000 tested, 0.53% active. AID 435003; in the data active means inhibition above about 50%
# 697 NFkB inh: lowers PMA/ionomycin-induced NF-kB signal in 697 B cells | AID 435022 | 330,000 tested, 0.33% active | inhibition, % at 4 µM | 697 B-cell NF-kB luciferase reporter, 16 h; in the data active means inhibition above about 35%
# Mdm2 MdmX PPI: disrupts the human Mdm2-MdmX interaction | O15151+Q00987 | SaOS-2 split-luciferase Mdm2/MdmX complementation, luminescence | inhibition, % at 8 µM | 330,000 tested, 3% active | AID 485346;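 active means inhibition of at least 50% at 8 µM in the primary screen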
# UPR XBP1 act: activators of adaptive arm of unfolded protein response (XBP1) | 330,000 tested, 0.33% active | CHO-XBP1 luciferase reporter, IRE1-XBP1 UPR activation, luminescence; percent of tunicamycin response, DMSO as zero | activation, % at 20 µM;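 active means versus positive control, 20 µM dose yields 30% or more activation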;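 further: 100% = tunicamycin at 10 µg/mL and 0% = DMSO only wells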
#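 Material: IRE1-XBP1 luciferase reporter CHO line / Quantity: one thousand reporter cells per well / Buffer or medium: F12 with 10% serum / Compound: 20 µM single concentration, DMSO 1% / Times: 6 h treatment, 37 °C / Detection: Steady-Glo luciferase glow luminescence, 10 min after reagent addition / Benchmarks: tunicamycin high, DMSO low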
# Active calls of the source: *; i = inactive; / = not tested or not shown. No enrichment for hits, and some 5% of all compounds hit somewhere here.
SMILES,EBI2 antag,CXCR6 inh,CCR6 antagonist,UPR CHOP act,Gli-Sufu block,Jurkat NFkB inh,697 NFkB inh,Mdm2 MdmX PPI,UPR XBP1 act
COc1ccc(S(=O)(=O)N2CCCCCC2)cc1NC(=O)c1ccccc1,-5,3,15,1.4,7,-3,-12,14,-5
C=CCn1c(CCc2cc(C(C)(C)C)c(O)c(C(C)(C)C)c2)n[nH]c1=S,12,3,11,-1.8,0,-3,0,14,3
NNC(=O)C(Cc1ccc(O)cc1)N1Cc2ccccc2C1=O (configuration not stated),-1,-10,-25,0.5,5,0,0,4,-4
COc1ccc(/C=C(\NC(=O)c2ccc(OC)c(OC)c2)C(=O)NCCc2c[nH]c3ccccc23)cc1,17,2,-2,-0.2,-2,-19,1,-6,0
Oc1c(C(c2ccco2)N2CCN(C(c3ccccc3)c3ccccc3)CC2)sc2ncnn12 (configuration not stated),1,11,8,3.4,5,0,-18,5,-3
Cc1cc(Cl)ccc1OCC(=O)Nc1cccnc1,-2,-4,9,2.4,-14,-17,12,-9,0
CCN1CCN(C(=S)Nc2sc(C)c(-c3ccccc3)c2C(=O)OC)CC1,23,8,19,0.1,13,-15,-10,28,-1
COc1ccc(C(C(=O)NC(C)(C)C)N(C(=O)CNC(=O)c2cccs2)c2ccc(C)cc2)cc1OC (configuration not stated),3,-1,12,-0.1,3,-9,2,-2,3
Cc1ccc(C(=O)NCCc2nnc3ccc(SCC(=O)Nc4cc(C)on4)nn23)cc1,-4,3,1,-3.7,-5,4,3,10,1
O=C1Nc2c(Br)cccc2C1=O,26,7,23,0.8,-14,5,-1,33,0
c1ccc(-c2nc(N3CCN(c4ccccc4)CC3)nc(-n3ccnc3)n2)cc1,38,17,28,1.4,6,-5,-28,-12,3
CCCn1nnc(NC(=O)C(C)C)n1,2,-7,2,2.4,0,0,-4,5,-1
Cn1c(=O)n(CCC(=O)O)c2ccccc21,-1,3,16,1.6,0,-10,-51,21,-2
O=C(CSc1nc2c(c(=O)n1-c1ccc(Cl)cc1)SCC2)N1CCCC1,-2,8,6,-1.7,8,-3,-16,-14,-1
Cc1[nH]c2ccccc2c1-c1nc2ccccc2[nH]1,-8,-8,-3,0.2,49,-21,-14,21,1
Cc1cccc(Oc2ccc(N)cc2)c1,-18,4,17,-0.2,-1,8,-34,-29,2
COc1ccccc1NC(=O)Nc1ccccc1C(N)=O,-15,-2,4,1.0,-3,6,1,-13,-3
COc1ccc(C)cc1Nc1nc(C)nc2sc(C)cc12,4,11,9,1.8,-6,38,-13,21,0
CC(C)CCN1C(=O)c2ccc(C(=O)NCc3ccco3)cc2C1=O,-5,0,-4,1.4,6,3,-7,12,1
Nc1nnc(Cc2cccc(Br)c2)s1,-5,-8,-17,-0.3,39,-1,-4,31,5
Cc1ccc(NC(=O)CN2C(=O)NC3(CCc4ccccc43)C2=O)cc1 (configuration not stated),9,1,7,0.2,-1,1,-9,-22,0
COc1ccc(CCC(=O)Nc2sc(C(=O)N(C)C)c(C)c2C#N)cc1,2,0,5,1.4,2,8,-8,-1,-3
O=C(NCCn1cccc1)c1cccc2ccccc12,-1,0,4,-1.0,-10,7,15,15,-2
CCn1cc(S(=O)(=O)c2ccc(C)cc2)[nH]c1=O,-14,-1,9,-0.6,-5,0,4,10,1
O=C(NC(=S)NCC1CCCO1)c1ccc(Cl)cc1 (configuration not stated),5,0,19,5.6,-35,-14,-41,-16,-4

# By substructure: those above with an aryl thioether with sulfur outside any ring.
SMILES,EBI2 antag,CXCR6 inh,CCR6 antagonist,UPR CHOP act,Gli-Sufu block,Jurkat NFkB inh,697 NFkB inh,Mdm2 MdmX PPI,UPR XBP1 act
Cc1ccc(C(=O)NCCc2nnc3ccc(SCC(=O)Nc4cc(C)on4)nn23)cc1,-4,3,1,-3.7,-5,4,3,10,1
O=C(CSc1nc2c(c(=O)n1-c1ccc(Cl)cc1)SCC2)N1CCCC1,-2,8,6,-1.7,8,-3,-16,-14,-1

# The main list resumes, repeating the two entries before the break.
SMILES,EBI2 antag,CXCR6 inh,CCR6 antagonist,UPR CHOP act,Gli-Sufu block,Jurkat NFkB inh,697 NFkB inh,Mdm2 MdmX PPI,UPR XBP1 act
CCn1cc(S(=O)(=O)c2ccc(C)cc2)[nH]c1=O,-14,-1,9,-0.6,-5,0,4,10,1
O=C(NC(=S)NCC1CCCO1)c1ccc(Cl)cc1 (configuration not stated),5,0,19,5.6,-35,-14,-41,-16,-4
CC(=O)Nc1ccc(S(=O)(=O)Oc2ccc3c(c2)C(C)=CC(C)(C)N3)cc1,/,/,/,0.9,/,-18,i,98*,0
COCc1ccc(-c2c(-c3ccccc3OC)sc3cc4c(cc23)OCO4)cc1,6,5,16,2.3,8,-11,16,15,-5
CCN(CC)CCNC(=O)C(Cl)=C1C(Cl)=C(Cl)C(Cl)=C1Cl,-47,-2,14,/,0,/,/,/,/
COc1ccccc1C(=O)NCCCNc1ccc([N+](=O)[O-])cc1,-12,-8,4,-0.3,8,11,19,18,1
CSC(=NC(C)c1ccccc1)NS(=O)(=O)c1cccs1 (configuration not stated),4,3,8,-1.8,26,6,-5,17,3
CC(OC(=O)CN1C(=O)NC2(CCCC2)C1=O)C(=O)Nc1cccc(Cl)c1 (configuration not stated),1,-4,-10,1.2,-5,9,-13,45,-4
O=C(/C=C/Nc1ccc(F)cc1)c1ccc(Oc2ncccn2)cc1,-3,-1,-11,4.3,12,-44,-34,-34,5
COc1cc(O)c(C(CCN2CCOCC2)c2ccc3c(c2)OCO3)c(OC)c1 (configuration not stated),-10,1,9,-1.1,-20,7,8,-13,-3
Cc1c(C(=O)Nc2ccccc2Cl)oc2ccc(S(=O)(=O)N3CCC4(CC3)OCCO4)cc12,0,3,-20,-1.1,8,26,14,-6,0
Cc1nn(Cc2ccc(C(=O)N3N=C(C(F)F)CC3(O)C(F)F)o2)c(C)c1[N+](=O)[O-] (configuration not stated),-2,2,9,-1.4,4,0,-3,-15,-2
Cc1cc(=O)oc2cc(OCC(=O)Nc3nccs3)ccc12,2,-6,7,1.2,-63,-108,5,-5,-8
Cc1nc(-c2cccc(S(=O)(=O)N3CCC(C)CC3)c2)cs1,4,-3,6,-1.9,-8,-13,-43,-15,1
O=C(COc1ccc(S(=O)(=O)N2CCOCC2)cc1)NCC1CCCO1 (configuration not stated),2,-5,-8,0.4,-8,-3,7,-5,0
COc1ccccc1-n1cnc2c(c1=O)c1nc3ccccc3nc1n2-c1ccc(C)c(C)c1,34,6,4,/,-11,/,/,/,/
Fc1cccc(NC(=S)N2CCCCC2)c1,-4,-12,1,-2.4,3,0,4,5,-1
O=C(CSc1nc(-c2ccccc2Cl)ns1)NCc1ccco1,11,3,9,0.6,0,7,-8,6,0
Cc1cccc(NC(=O)CSc2nnc(-c3ccco3)c(-c3ccco3)n2)c1,-24,6,-1,1.0,0,7,22,7,-5
CCN(CC)CCC(=O)N1c2ccccc2Sc2ccc(Cl)cc21,-4,-6,8,-1.3,0,0,-18,56*,-5
Cc1nn(Cc2ccc(C(=O)N3N=C(C(F)F)CC3(O)C(F)F)cc2)c(C)c1[N+](=O)[O-] (configuration not stated),17,4,5,1.1,0,0,19,7,-1
O=C(O)c1cccc(S(=O)(=O)N2CCC(n3nnc4cc(C(F)(F)F)ccc43)CC2)c1,0,6,11,1.2,-10,-10,-16,-31,0
CCN(CC)S(=O)(=O)c1cc(NC(=O)c2cccc(N3C(=O)CCC3=O)c2)ccc1Cl,5,-6,-1,1.5,-1,7,10,16,-1
Cc1cc(Sc2nc(N)ncc2[N+](=O)[O-])ncn1,-15,15,38,-8.8,-3,14,-3,14,-6
COc1cc(S(=O)(=O)N2CCCC3(CCCCC3)C2)ccc1-n1cnnn1,1,-3,13,-0.9,31,-16,-12,16,-1
COC(=O)c1ccc(NC(=O)C2CC3CCC2C3)cc1 (configuration not stated),4,1,18,5.1,-44,-67,-39,-52,2
Cc1ccc(C(=O)NNc2cc(=O)n(C)c(=O)n2C)cc1C,-2,9,15,-1.4,-3,1,-32,13,3

# Among those listed so far, these have bromine:
SMILES,EBI2 antag,CXCR6 inh,CCR6 antagonist,UPR CHOP act,Gli-Sufu block,Jurkat NFkB inh,697 NFkB inh,Mdm2 MdmX PPI,UPR XBP1 act
O=C1Nc2c(Br)cccc2C1=O,26,7,23,0.8,-14,5,-1,33,0
Nc1nnc(Cc2cccc(Br)c2)s1,-5,-8,-17,-0.3,39,-1,-4,31,5

# (further entries)
SMILES,EBI2 antag,CXCR6 inh,CCR6 antagonist,UPR CHOP act,Gli-Sufu block,Jurkat NFkB inh,697 NFkB inh,Mdm2 MdmX PPI,UPR XBP1 act
COc1ccc(CCN(C)C(=O)CCCN2C(=O)c3cccc4cccc(c34)C2=O)cc1OC,-1,0,16,1.2,14,2,-28,9,-5
CC(C(=O)Nc1ccc(Cl)cc1Cl)N1C(=O)NC2(CCCCCCC2)C1=O (configuration not stated),11,-3,-5,-0.2,-3,5,-3,13,-3
CCOC(=O)c1cccc(NC(=O)CSc2nnc(C)n2Cc2ccccc2)c1,19,5,-6,0.1,-6,-9,14,-14,-1
COC(=O)c1ccc(CSc2nnc(N)s2)cc1,-8,-5,8,2.7,-26,-24,-27,12,2
O=C(Nc1nccs1)OCc1ccccc1,-6,0,4,0.2,-29,-35,-37,-11,3
CCN(CC)C(=O)c1n[nH]c(=O)c2ccccc12,2,-2,2,-0.4,7,1,13,6,1
Cc1ccc(NC(=O)COC(=O)Cn2cnc3ccccc32)c(C)c1,5,1,3,1.7,0,15,11,10,0
COc1ccccc1CNC(=O)COc1cc2c(c3oc(=O)cc(C)c13)CCC(C)(C)O2,25,0,13,0.2,1,18,-1,39,0
O=C(Nc1ccc(F)cc1)c1ccccc1NS(=O)(=O)N1CCCC1,-5,-2,6,-0.1,20,-10,-7,-9,-5
O=C(CC(C(=O)O)c1cccc(Br)c1)c1ccc(Cl)cc1 (configuration not stated),-4,-10,12,1.3,-5,-3,3,21,-1
O=C(NCC1CCCO1)C(=O)c1c[nH]c2ccccc12 (configuration not stated),2,7,16,1.9,-30,-24,-5,-8,0
CCc1nc(CNC(=O)C2CCC(=O)N(Cc3cccc(OC)c3)C2)no1 (configuration not stated),-8,2,10,-0.4,-3,-12,-11,22,-1
O=C(Nc1ccc(C(=O)O)cc1)Nc1ccc([N+](=O)[O-])cc1,1,17,16,1.9,13,16,-2,18,-5
COc1ccc(NC(=O)C(=O)NNC(=O)c2cccs2)c(OC)c1,-8,2,0,0.1,0,11,-4,-2,-3
Cc1ccc(-c2cc(-c3ccccc3)nc(N/N=C/c3cccnc3)n2)cc1,16,5,-13,7.7,-23,-42,-21,41,9
COc1ccccc1NS(=O)(=O)c1cc(NC(=O)c2cccs2)ccc1N1CCCCC1,4,-1,10,-1.7,25,18,-59,9,-2
Cn1cc(SCC(=O)N2CCCc3ccccc32)c2ccccc21,4,0,7,0.5,3,10,4,-19,-1
COc1ccc(C2C=C(c3ccccc3)Nc3nc(CCCO)nn32)cc1 (configuration not stated),/,/,8,1.6,-1,13,8,25,1
Cc1ccc(SCCC(=O)NCCSCc2ccco2)cc1,-1,-2,14,1.8,0,3,8,-30,0
COC(=O)c1ccccc1NC(=O)CC#N,-2,5,-8,-0.4,0,4,6,2,0
CC(=O)Nc1ccc(CN2CCN(Cc3ccc(F)c(F)c3)C(CCO)C2)cc1 (configuration not stated),3,-10,-5,1.1,2,3,5,-5,-3
COc1cccc(C(=O)/C=C/Nc2cccc(O)c2)c1,10,-6,-6,-5.5,-32,-199,-62,-257,-4

# High-throughput results from PubChem.
